CXXC DNA block = MLL CXXC-DNA interaction inhibition. Potency, µM (titrated, usually from 115 µM), for the others: at the top dose activity change, negative = inhibition, actives largely listed as inhibitors. hit rate 0.037% among 290,000. MLL-CXXC / FITC-HOXA9 DNA fluorescence polarization. AID 2662; active = well fitted inhibition curve with a large enough effect in the polarisation, with a control signal flat, not every such curve was filed as active; inconclusive = small, poorly fitted or top-dose-only effect, or effect the other way, or a change in a side signal; inactive = no such curve, though single readings can be large or run the other way; the % refers to the polarisation
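Fluorescence polarization: 7 uM MLL-CXXC (stock) preincubated 5 min with compounds, then 50 nM fluorescein-HOX-A9 DNA (stock) added; 30 min ambient. Buffer 50 mM Tris-HCl pH 7.5, 50 mM NaCl, 1 mM DTT, 0.05% BSA.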
VP16 counter = inhibits Gal4-VP16 luciferase reporter, ROR gamma counter-screen. Potency, µM (titrated, usually from 53.6 µM), inactives show top-dose activity, negative = inhibition, most hits filed as inhibitors. hit rate 3.5% among 310,000. Drosophila S2 Gal4-VP16 UAS-luciferase, luminescence, 20 h;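 also: Gal4-VP16 expression switched on by copper sulfate through the metallothionein promoter; % is scaled to controls: 0 for no effect and ±100 for the full control effect; nearly all actives have a fitted effect of over 50% in size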
MBNL1-CUG inh = blocks human MBNL1 binding to CUG repeat RNA | Q9NR56 | TR-FRET MBNL1-His/biotin-(CUG)12 binding, 665/545 ratio | AID 2675 | hit rate 0.036% among 280,000 | Potency, µM (highest dose often 57.5 µM), without a hit: at the top dose activity change, negative = inhibition, usual class: inhibitors; active = well fitted inhibition curve with a large enough effect in the signal ratio, with a control signal flat, not every such curve was filed as active; inconclusive = small, poorly fitted or top-dose-only effect, or effect the other way, or a change in a side signal; inactive = no such curve, though single readings can be large or run the other way; the % refers to the signal ratio; also: % is scaled to controls: 0 for no effect and ±100 for the full control effect
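His-tagged MBNL1 binding to biotinylated (CUG)12 RNA was measured by TR-FRET using terbium anti-His antibody (0.055 ng/ul final) and streptavidin-XL665 (5 nM final). Compounds were titrated 92 nM to 58 uM; 60 min at room temperature.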
NPC1 prom act = activates the NPC1 promoter; AID 485313; Huh7 NPC1 promoter luciferase reporter, 24 h; hit rate 2.4% among 320,000; Potency, µM (series often up to 9.22 µM), without a hit: at the top dose activation, hits mostly activators;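 also: % of control where 0% means no effect; nearly all actives have a fitted effect of over 60% in size; reporter is driven by a mutant NPC1 promoter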
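In 1536-well qHTS, Huh7 cells harboring an NPC1 promoter–luciferase construct received compound for 24 h; activation was quantified by luminescence following luciferase reagent addition.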
p53 reactivator = restores transcriptional activity of mutant p53; H1299 p53-A138V BP100-luciferase reporter, luminescence, 24 h; Potency, µM (series often up to 92.2 µM), inactives show at the top dose activity change, positive = activation, hits mostly activators; hit rate 0.063% among 320,000; AID 504706; also: % of control where 0% means no effect; nearly all actives have a fitted effect of over 45% in size
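H1299 (p53-null), stable ts p53-A138V + BP100-Luc; 1000 cells/well, Opti-MEM/10% FBS; cpd 4 pt, 1:5; 24 h, 37 deg C, 5% CO2; detection reagent 10 min RT; luminescence.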
Rab9 promoter act = activators of Rab9 promoter | Huh7 Rab9 promoter-luciferase reporter, luminescence, 24 h | Potency, µM (titrated, usually from 9.22 µM), for inactives: at the top dose activation, negative = inhibition, hits mostly activators | hit rate 2.8% among 320,000 | AID 485297; also: % of control where 0% means no effect; nearly all actives have a fitted effect of over 60% in size
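Luminescence from Amplite-detected luciferase (10 minutes, ambient) reports Rab9 promoter activation. Before that, stable Rab9-luciferase Huh7 cells (1500/well, reduced-serum OP-MEM I plus 10% FBS) were exposed to compound for 24 hours at 37C.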
uPA generation = cell surface uPA generation inhibition | hit rate 0.31% among 330,000 | Potency, µM (titrated, usually from 38.3 µM), for inactives: at the highest dose activity change, negative = inhibition, usual class: inhibitors | AID 540303 | cell surface uPA generation assay, qHTS; active = well fitted inhibition curve with a large enough effect; inconclusive = small, poorly fitted or top-dose-only effect; inactive = no such curve, though single readings can be large or run the other way; tested in mouse RAW 264.7 cells; also: % is scaled to controls: 0 for no effect and ±100 for the full control effect; nearly all actives have a fitted effect of over 55% in size
FLuc counter = inhibits or activates purified firefly luciferase, miR-21 counter-screen; Potency, µM (highest dose often 57.5 µM), for inactives: top-dose activity change, negative = inhibition, most hits filed as inhibitors; hit rate 6.9% among 360,000; P08659; purified FLuc, Km substrates, luminescence inhibition;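 also: plate controls were vehicle for no effect and reference inhibitor for full effect; nearly all actives have a fitted effect of over 55% in size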
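Purified P. pyralis luciferase (10nM final) with 10uM D-luciferin and 10uM ATP (Km levels) in 50mM Tris acetate pH 7.5, 10mM Mg acetate, 0.01% Tween-20, 0.05% BSA; qHTS 6-point titration, ~60 µM downward; luminescence read.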
BRCA1 expr act = activators of BRCA1 expression; MCF7-BRCA1-FFLuc reporter, luminescence, 48 h; response scale: scaled: vehicle 0%, 10 µM genistein 100%; Potency, µM (titrated, usually from 46.1 µM), for the others: top-dose activation, usual class: activators; hit rate 1.1% among 380,000; AID 624202; also: nearly all actives have a fitted effect of over 80% in size; some results filed as inactive show a strong effect at the top dose
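Reporter cells (MCF7, BRCA1 promoter-firefly luciferase) received library compounds across a concentration series for 48 h. End-point luminescence was measured and concentration-effect curves derived after normalization.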
ELG1 genotox = genotoxicity induction in ELG1-luciferase HEK293T cells; Potency, µM (doses to about 46 µM), without a hit: top-dose activity change, positive = activation, usual class: activators; AID 504466; hit rate 1.3% among 330,000; HEK293T ELG1-luciferase reporter, luminescence, 16 h; also: % of control where 0% means no effect; nearly all actives have a fitted effect of over 60% in size
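Reporter readout depends on ELG1 protein level, which increases with genetic stress. After 16 hr compound exposure at 37 °C, luciferase activity was quantified using ONE-Glo.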
RORgamma inh = ROR gamma (mouse) transcription inhibition; Drosophila S2 Gal4-RORgamma UAS-luciferase reporter, 20 h; Potency, µM (top dose mostly 53.6 µM), for inactives: top-dose activity change, negative = inhibition, most hits filed as inhibitors; hit rate 5.4% among 310,000; also: % is scaled to controls: 0 for no effect and ±100 for the full control effect; nearly all actives have a fitted effect of over 60% in size
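Using a luciferase readout, inhibitors were identified by reduced reporter activity in Drosophila cells coexpressing a copper-inducible Gal4–ROR gamma fusion and UAS-driven Photinus luciferase, incubated 20 hr after 700 uM copper sulfate.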
* = called active by the depositor; ? = inconclusive; . = no result given; [ ] = remark or other dose. Unless noted, calls follow the shape of the dose curve; as a rule, active = well fitted curve in the direction sought with a large enough effect; inconclusive = small, poorly fitted or top-dose-only effect, or another doubt; inactive = no such curve, though single readings can be large; an effect the other way counts as inactive or inconclusive. Potency is read from the fitted curve at half-maximal effect. Some of the compounds tested. The share of hits here may be higher or lower than overall.

SMILES	CXXC DNA block	VP16 counter	MBNL1-CUG inh	NPC1 prom act	p53 reactivator	Rab9 promoter act	uPA generation	FLuc counter	BRCA1 expr act	ELG1 genotox	RORgamma inh
COc1ccc(NC(=O)c2ccccn2)cc1	-3%	11µM*	-6%	0.5µM*	-20%	?	-13%	2.7µM*	-41%	?	7.9µM*
Cc1ccc(-n2nc3c(c2NC(=O)C(C)(C)C)CS(=O)(=O)C3)cc1	11%	2%	2%	-5%	-2%	-4%	-9%	2%	6%	1%	-1%
Cc1cc(-c2ccc(C)c(S(=O)(=O)NCc3ccc(OC(C)C)cc3)c2)on1	1%	-3%	-6%	-6%	5%	0%	7%	0%	14%	0%[9.26 µM]	15%
CCCC(=O)Nc1cc(C(=O)O)ccc1S(=O)(=O)c1ccc(Cl)cc1	5%	0%	9%	-1%	9%	-7%	11%	0%	6%	2%	4%
CC(Sc1nnc(-c2ccccc2F)n1C)C(=O)NC1CCCCC1 (configuration not stated)	.	.	.	-1%	-5%	-6%	1%	-1%	3%	0%	.
O=S(=O)(c1ccc(OCc2nc3ccccc3s2)c(Cl)c1)N1CCOCC1	1%	2%	-6%	?	?	?	4%	-19%	46%	9.2µM*	45%
CCOc1ccc(N(CC)C(=O)c2cn(CC)c(=O)c3cc(OC)c(OC)cc23)cc1	-5%	-7%	-1%	0%	-4%	-2%	13%	-1%	-1%	0%	23%
CN(CCNC(=O)CN1CCN(Cc2ccccc2Cl)C1=O)Cc1ccccc1	-13%	1%	-17%	2%	-3%	?	2%	0%	-29%	-4%	3%
Cn1ccnc1Sc1cc(NCCCO)c([N+](=O)[O-])c2nonc12	5%	11µM*	?	-8%	-18%	14%	-7%	2%	-22%	6%	1.3µM*
Cc1cccc(NC(=S)N2CCC(NC(=O)c3cccc(F)c3)CC2)c1	1%	-6%	-3%	-2%	1%	-4%	-3%	0%	-24%	-18%	?
O=C(NC(=S)Nc1ccc2[nH]c(=O)[nH]c2c1)c1ccccc1Cl	-7%	5%	-2%	2%	-6%	13%	0%	3%	-2%	-8%	-1%
COc1ccc(CC(=O)NCc2nnc(SCC(=O)Nc3ncc(C)s3)n2C)cc1	-5%	2%	6%	-5%	3%	3%	-9%	?	-4%	0%	6%
COc1cccc(/C=C2\Sc3ccc(C(=O)NCc4cccnc4)cc3N(C)C2=O)c1	-1%	-19%	25%	-7%	-2%	-8%	0%	-16%	-56%	-7%	21%
Cc1cc(C)cc(N(C(=O)c2snc(C(N)=O)c2N)C(C(=O)NCC2CCCO2)c2ccc(C)o2)c1 (configuration not stated)	-10%	15%	11%	-2%	-3%	-4%	7%	-2%	-31%	0%	-10%
O=C1c2cccc3c(N4CCCCC4)ccc(c23)C(=O)N1c1ccc(O)cc1	?	-1%	21%	-1%	-4%	24%	5%	4%	-32%	1%	2%
Cc1cc(NCCO)nc(N2CCOCC2)n1	-10%	-13%	-8%	-2%	1%	1%	-2%	-5%	-18%	-2%	-1%
O=C(COC(=O)c1c2c(nc3ccccc13)CCCC2)c1ccc(Br)s1	42%[activator]	1%	.	0%	36%	1%	-2%	15µM*	-32%	-11%	42%
CC1Cc2ccccc2N1S(=O)(=O)c1cccs1 (configuration not stated)	42%[activator]	-7%	3%	-1%	3%	1%	-9%	4%	-13%	9%	31%
CN1CCN(c2ccc(NC(=O)c3ccc(Cl)cc3Cl)cc2)CC1	2%	10%	-2%	22%	.	?	3%	?	?	?	?
Cc1c(Br)c(C(F)(F)F)nn1CC(=O)NCc1ccco1	11%	0%[10 µM]	3%	-3%	-3%	-7%	1%	-9%	0%	-4%	?
O=C(OCc1cc2ccccc2[nH]c1=O)C1CCCO1 (configuration not stated)	-1%	7%	1%	-3%	2%	6%	5%	2%	-22%	1%	7%
Cc1c(C(=O)NCCCN2CCCCC2)oc2ccc3c(c12)C(O)CC1(CCCCC1)O3 (configuration not stated)	-2%	3%	1%	1%	6%	-2%	?	3%	-3%	0%	20%
COc1ccc(/C=N/NC(=O)c2ccccc2OC)cc1COc1ccccc1[N+](=O)[O-]	?	-22%	?	8%	-14%	8%	-1%	-7%	-69%	-11%	?
CCCCN(CCCC)C(=S)NC(=O)c1ccccc1Cl	0%	2µM*	-18%	-8%	-6%	-4%	0%	-2%	-23%	-4%	0.71µM*
CC(c1ccccn1)N(C)C(=O)c1ccc2nc(Cc3cccc(Cl)c3)oc2c1 (configuration not stated)	-1%	9%	2%	4µM*	-7%	4µM*	-3%	3%	?	?	1%
O=C1CSC(c2ccccn2)N1c1ccc(C(F)(F)F)cc1 (configuration not stated)	1%	4%	6%	0%	-1%	7%	-4%	4%	8%	-6%	0%
CCC1CCCCN1CCCNC(=O)C1CCC(Cn2c(=O)[nH]c3ccccc3c2=O)CC1 (configuration not stated)	-5%	10%	-2%	-4%	-5%	0%	5%	0%	-7%[1.84 µM]	4%	11%
CN(CCO)c1ncnc2c1sc1nc(N3CCOCC3)c3c(c12)CCC3	?	5%	1%	0%	-2%	-2%	12%	?	-35%	6%	0%
Clc1nc2c(-c3ccccc3)nnn2c2ccccc12	41%[activator]	-11%	-13%	0%	0%	-1%	?	1.5µM*	-70%	-10%	-11%
CCOC(=O)C1CCN(C(=O)c2ccc3c(=O)n4c(nc3c2)CCCCC4)CC1	.	.	.	-2%	13%	-5%	2%	-2%	-1%	-1%	.
O/N=C1\CCCc2nnc3c(c21)CCCC3	0%	-4%	-3%	8%	0%	-8%	-4%	1%	-12%	0%	8%
COc1ccc(NC2c3ncccc3C(=O)N2Cc2ccccc2)c(OC)c1 (configuration not stated)	3%	0%	-6%	2%	-8%	14%	.	-3%	-2%	-1%	13%
CCOn1c(SCC)nc2ccccc2c1=O	2%	-11%	-7%	-6%	1%	25%	.	0%	4%	2%	?
O=C(O)C1=C[C@H](c2ccc(F)cc2)C[C@H](OCc2ccc(CO)cc2)O1	1%	2%	5%	-2%	5%	0%	0%	4%	-1%	2%	8%
C#CCOC(=O)/C(=C/C=C/c1ccccc1)NC(=O)c1ccccc1	-1%	-11%	?	-1%	1%	1%	5%	?	-45%	2%	34%
Cc1ccc(OCC(=O)Nc2cnn(CCCC(=O)O)c2)c([N+](=O)[O-])c1	11%	-9%	?	1%	3%	1%	-2%	-18%	-9%	1%	-6%

Screening results as filed in PubChem.
